CRFBP-R2 block – antagonists of CRF-binding protein/CRF-R2 receptor complex | HEK293 CRF-R2/CRF-BP, CRF-induced calcium fluorescence | inhibition, % at 11.8 µM | actives 0.59% (n = 350,000) | AID 588475;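 active = inhibition of the ligand-induced calcium signal above about 50% at the single tested concentration, limit read from the data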
M5 ag – agonists of human muscarinic M5 receptor (CHRM5); CHO-K1 hM5 cells, Fluo-8 calcium fluorescence; 0% DMSO wells, 100% maximal acetylcholine response; activation, % at 3 µM; actives 0.19% (n = 360,000); AID 624037;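 active = activation above the run's mean over test compounds plus 3 SD, cut at about 23% in these data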;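 also: signal is peak over basal fluorescence ratio across the kinetic read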
Target sequence (P08912 whole entry, looked up): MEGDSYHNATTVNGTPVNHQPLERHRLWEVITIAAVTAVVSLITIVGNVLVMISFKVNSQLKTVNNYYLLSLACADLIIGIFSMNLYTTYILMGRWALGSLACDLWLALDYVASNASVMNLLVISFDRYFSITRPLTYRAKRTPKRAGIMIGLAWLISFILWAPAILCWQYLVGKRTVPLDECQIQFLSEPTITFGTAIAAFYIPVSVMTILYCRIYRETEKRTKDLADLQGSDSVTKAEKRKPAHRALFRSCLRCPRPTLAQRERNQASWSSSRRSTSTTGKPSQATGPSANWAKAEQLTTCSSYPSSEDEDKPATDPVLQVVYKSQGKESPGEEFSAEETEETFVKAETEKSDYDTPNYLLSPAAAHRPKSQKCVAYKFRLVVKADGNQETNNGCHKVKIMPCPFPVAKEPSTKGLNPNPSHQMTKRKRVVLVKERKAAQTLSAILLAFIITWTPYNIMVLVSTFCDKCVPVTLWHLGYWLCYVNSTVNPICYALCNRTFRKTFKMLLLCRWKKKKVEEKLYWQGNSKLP
M4 ag – agonists of human muscarinic M4 receptor (CHRM4); actives 0.14% (n = 360,000); P08173; activation, % at 3 µM; CHO-K1 hM4/Gqi5, Fluo-8 calcium fluorescence; vehicle 0%, full acetylcholine response 100%; AID 624127;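 active = activation above the run mean over all test wells plus 3 SD, cut at about 32% in these data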;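 also: peak over basal fluorescence ratio per well then scaled between controls; 0% = DMSO wells and 100% = acetylcholine at EC100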
Target sequence (P08173 whole entry, looked up): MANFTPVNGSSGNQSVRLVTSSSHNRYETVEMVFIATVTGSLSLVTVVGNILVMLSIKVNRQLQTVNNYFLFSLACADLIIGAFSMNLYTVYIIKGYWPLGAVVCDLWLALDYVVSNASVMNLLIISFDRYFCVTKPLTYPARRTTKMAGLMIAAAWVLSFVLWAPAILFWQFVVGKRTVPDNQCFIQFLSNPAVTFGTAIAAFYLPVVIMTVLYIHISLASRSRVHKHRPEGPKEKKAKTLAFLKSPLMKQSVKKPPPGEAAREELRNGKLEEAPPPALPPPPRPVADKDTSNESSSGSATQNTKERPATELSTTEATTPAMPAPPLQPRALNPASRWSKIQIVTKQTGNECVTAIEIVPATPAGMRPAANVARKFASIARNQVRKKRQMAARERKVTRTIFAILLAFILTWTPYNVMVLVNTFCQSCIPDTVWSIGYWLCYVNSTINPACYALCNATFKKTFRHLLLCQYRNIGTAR
CRFR2-BP ag – CRF-BP/CRF-R2 complex agonism | activation, % at 13.2 µM | actives 0.46% (n = 350,000) | HEK293 CRF-R2/CRF-BP, calcium dye fluorescence (FLIPR); percent of saturating CRF peptide response;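 active = activation of at least 50%, plus an integration ratio under a set limit after plate pattern correction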;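 also: plate controls were neutral control wells without compound for no effect and CRF at EC100 for full effect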
CHRM5 PAM – positive allosteric modulators of human muscarinic M5 receptor. P08912. AID 624038. CHO-K1 hM5, Fluo-8 calcium, ACh EC20 PAM; 0% = ACh EC20, 100% = ACh EC100. activation, % at 3 µM. actives 0.3% (n = 360,000);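 active = activation above the run cutoff, the mean activation of all test compounds plus 3 SD, cut at about 18% in these data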
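Probe or stimulus: acetylcholine, EC20 level; Assay system: human M5 receptor in CHO-K1 cells; Schedule: compound preincubation 140 s before EC20 acetylcholine addition; Technique: intracellular calcium via Fluo-8 fluorescence; Dosing: single-point, 3 µM nominal; Read-out basis: percent activation from peak-over-basal fluorescence ratio, scaled EC20-to-EC100 acetylcholine; Repeats: one well per compound, no replicates.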
CHRM5 antagonist – CHRM5 antagonism in calcium assay; P08912; CHO-hM5 cells, Fluo-8 calcium fluorescence, ACh EC80; inhibition, % at 3 µM; actives 0.59% (n = 360,000); AID 624040;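 active = inhibition above a per-plate cutoff, the mean of that plate's test compounds plus 3 SD, cut at about 27% in these data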;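 also: 0% = acetylcholine EC80 with DMSO and 100% = DMSO without agonist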
CHRM4 PAM – potentiates acetylcholine response at human M4 receptor; CHO-K1 hM4/Gqi5, Fluo-8 calcium fluorescence, ACh EC20; 0% = ACh EC20, 100% = maximal ACh; AID 624126; P08173; actives 0.4% (n = 360,000); activation, % at 3 µM;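 active = activation above its plate's cutoff, the mean activation of sample wells plus 3 SD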; also: some results filed as inactive read as strong as hits
CHRM4 antagonist – blocks acetylcholine activation of human M4 receptor; P08173; CHO-hM4 cells, ACh EC80, Fluo-8 calcium fluorescence; inhibition, % at 3 µM; actives 0.73% (n = 360,000); AID 624125;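 active = inhibition above its plate's cutoff, the mean inhibition of sample wells plus 3 SD, cut at about 27% in these data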;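 also: 0% = acetylcholine EC80 with DMSO and 100% = DMSO without agonist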
M1 PAM – potentiates human M1 receptor response to acetylcholine; P11229; CHO-K1 hM1, Fluo-8 calcium fluorescence, ACh EC20; 0% = ACh EC20, 100% = maximal ACh; activation, % at 3 µM; actives 0.088% (n = 360,000); AID 588819; in the data active = activation above about 19%, passing the limit was not always enough
Active calls of the source: *; / = no result given.

CRFBP-R2 block,M5 ag,M4 ag,CRFR2-BP ag,CHRM5 PAM,CHRM5 antagonist,CHRM4 PAM,CHRM4 antagonist,M1 PAM,Molecule
-21,1,2,-1.1,8,10,-1,-7,4,CC(C)CC(NC(N)=O)C(=O)Nc1ccc(Cl)c(Cl)c1 (stereo unspecified)
4,3,2,-0.8,4,-2,-2,-4,2,CC1CC(C)CN(S(=O)(=O)c2ccc3c(c2)oc(=O)n3CC(=O)NCCCOC(C)C)C1 (stereo unspecified)
13,-2,1,-1.7,-5,8,-1,9,-6,Cc1cc(C(=O)Nc2c(C)n(C)n(-c3ccccc3)c2=O)c2ccccc2n1
3,0,0,-1.3,-4,6,0,2,4,CCOC(=O)C(NC(=O)Cc1ccccc1)(Nc1cc(C)on1)C(F)(F)F (stereo unspecified)
-35,2,0,1.4,4,-3,14,7,19,Cc1cc(N2CCCCC2)n2ncc(-c3ccc(Cl)cc3)c2n1
-23,0,1,1.8,5,1,4,2,0,COC(=O)C1(CO)NC(c2cccs2)C2C(=O)N(c3ccccc3)C(=O)C21 (stereo unspecified)
1,-1,-2,0.3,-2,2,-3,3,-2,O=C(Cn1cnc2sc3c(c2c1=O)CCCC3)NCC(=O)Nc1c(F)cc(F)cc1Br
-2,4,0,-0.2,0,-1,-9,-9,5,O=C(Nc1ccc([N+](=O)[O-])cc1)C(=O)Nc1cccc(C(=O)O)c1
-6,-2,1,-1.7,0,6,-5,12,2,O=C(NCc1ccncc1)c1cccc(S(=O)(=O)NCc2ccccc2)c1
16,2,2,-1.5,-3,1,4,-23,6,CC1CCCCC1NC(=O)c1ccc(S(=O)(=O)NCc2ccco2)cc1 (stereo unspecified)
0,0,2,-2.9,1,2,9,-17,2,CCCN1CCN(CCCNC(=O)Cn2cc3c(n2)CCCC3)CC1
-34,0,1,0.5,2,-7,-7,7,-1,COc1ccc(C(=O)Nn2cnc3ccccc3c2=O)c(OC)c1
-6,1,1,-3.1,0,-2,20,-4,5,COc1ccc2c(c1)c(C(=O)N/N=C/c1ccc(OC)c(OC)c1)c(C)n2C
8,-3,-1,-2.9,-4,0,4,6,8,Cc1ccc(-n2c(Cc3ccccc3)n[nH]c2=S)cc1
10,2,-2,-0.1,-4,14,7,0,6,CCOC(=O)N1CCN(C(=O)COC(=O)c2cc(C)ccc2C)CC1

Whole records as entered above:
Listed for COc1ccc2c(c1)c(C(=O)N/N=C/c1ccc(OC)c(OC)c1)c(C)n2C → CRFBP-R2 block: -6; M5 ag: 1; M4 ag: 1; CRFR2-BP ag: -3.1; CHRM5 PAM: 0; CHRM5 antagonist: -2; CHRM4 PAM: 20; CHRM4 antagonist: -4; M1 PAM: 5
Listed for Cc1cc(N2CCCCC2)n2ncc(-c3ccc(Cl)cc3)c2n1 → CRFBP-R2 block: -35; M5 ag: 2; M4 ag: 0; CRFR2-BP ag: 1.4; CHRM5 PAM: 4; CHRM5 antagonist: -3; CHRM4 PAM: 14; CHRM4 antagonist: 7; M1 PAM: 19
Listed for CCOC(=O)N1CCN(C(=O)COC(=O)c2cc(C)ccc2C)CC1 → CRFBP-R2 block: 10; M5 ag: 2; M4 ag: -2; CRFR2-BP ag: -0.1; CHRM5 PAM: -4; CHRM5 antagonist: 14; CHRM4 PAM: 7; CHRM4 antagonist: 0; M1 PAM: 6

Continued:
CRFBP-R2 block,M5 ag,M4 ag,CRFR2-BP ag,CHRM5 PAM,CHRM5 antagonist,CHRM4 PAM,CHRM4 antagonist,M1 PAM,Molecule
-8,-5,1,-4.1,9,8,7,13,12,NS(=O)(=O)c1ccc(NC(=O)/C=C/c2cccs2)cc1
-4,-5,1,-3.1,-5,6,6,-16,5,COC(=O)c1cc(-c2cccc([N+](=O)[O-])c2)c2c(=O)[nH]c(=O)n(C)c2n1
10,-1,0,-3.4,6,-1,-2,8,11,COC(=O)c1ccc(COc2ccc(C#N)cc2)o1
15,0,1,-0.7,-2,4,-15,10,6,Cc1cccc(NC(=O)C(=O)NCCCN2CCOCC2)c1
-12,-1,1,-0.7,7,13,9,-15,8,CC(C)CNC(=O)c1cc(=O)[nH]c2ccc(S(=O)(=O)Nc3ccc(F)cc3)cc12
20,0,1,0.0,4,-1,9,-2,16,N#Cc1ccccc1OCC(=O)N1CC(=O)Nc2ccccc21
-5,0,5,0.2,-1,4,-2,-2,17,COc1ccc(C2CC(c3ccccc3O)=NN2C(=O)c2ccccc2)cc1OC (stereo unspecified)
6,3,0,-0.1,5,-1,1,4,1,CCOC(=O)C1CCCCN1Cc1ccccc1C(F)(F)F (stereo unspecified)
4,-1,1,-0.9,-2,0,11,-3,7,CCCCS(=O)(=O)N1CN(S(=O)(=O)CCCC)C2NC(=O)NC21 (stereo unspecified)
23,2,12,-2.1,-7,7,-3,-15,-2,O=C(c1cc(C2CC2)on1)N1CCN(c2ccccc2)CC1
12,-4,0,-0.9,1,6,5,-2,10,Cc1ccc(NC(=O)CSc2nccn2C)cc1F
7,0,1,0.1,-3,0,-6,-2,10,Cc1ccc(/C=C2/SC(=O)N(CC(=O)N3CCOCC3)C2=O)s1
-2,1,1,0.5,-6,2,-5,37*,4,CCCCn1cnc2c(cnn2-c2ccc(F)cc2)c1=O
9,-6,0,-1.1,-1,1,2,1,-2,OC(CNCCc1ccccc1)c1ccccc1 (stereo unspecified)
-21,-1,1,4.0,-8,-7,-5,-10,3,FC(F)(F)c1nc(=S)c2ccccc2[nH]1
-3,-6,0,-1.6,7,5,12,-4,12,Nc1nccc(-c2nn(-c3ccc(Cl)cc3)ccc2=O)n1
-9,-1,0,0.9,2,5,-2,-6,4,CN(CC(=O)NCc1ccco1)S(=O)(=O)c1ccc2c(c1)c(=O)n(C)c(=O)n2C
0,-1,0,0.1,2,-5,13,-2,7,CCOC(=O)C1CCCN(C(=O)Cn2cnc3c2c(=O)n(C)c(=O)n3C)C1 (stereo unspecified)
1,1,1,1.1,5,-2,-2,11,1,CCOc1ccccc1C1C(C#N)=C(N)Oc2cc(C)n(C)c(=O)c21 (stereo unspecified)
-7,-1,2,-1.9,-4,2,5,-23,1,COC(CNC(=O)CCCn1nnnc1CN1CCOCC1)c1cccs1 (stereo unspecified)
-13,-2,0,-0.9,11,-17,6,-8,6,COCCCNC(=O)CN1C(=O)COc2ccc(S(=O)(=O)N3CC(C)CC(C)C3)cc21 (stereo unspecified)
9,-3,0,1.5,-8,4,0,-6,4,CCc1cc(C(c2ccccc2OC)N2CCOCC2)c(NC(=O)c2ccccc2)s1 (stereo unspecified)
6,-6,1,-0.3,-6,-1,7,-4,-8,Cc1ccc(C#N)c(SCC(=O)Nc2nccs2)n1
0,-1,1,-3.7,0,9,-1,8,4,Cc1ccc(S(=O)(=O)NC(=O)c2ccc(Br)o2)cc1
3,4,2,-1.3,-1,2,8,-8,9,COc1ccccc1-n1c(=O)[nH]c2c(C(N)=O)nc(C3CCCCC3)nc21
-18,-1,0,-2.9,7,17,-1,-3,7,O=C1NC(=O)C2(CCC(C3CCCCC3)CC2)N1 (stereo unspecified)
4,-4,1,-0.5,2,1,6,-3,6,CCn1c(Sc2ccc([N+](=O)[O-])cn2)nnc1-c1ccco1
-6,1,2,2.4,7,7,1,-1,-1,Cc1ccc(C2(C)NC(=O)N(CC(=O)NNC(=O)c3ccccc3F)C2=O)cc1 (stereo unspecified)
39,3,2,-1.7,-10,7,-1,2,-2,CCOC(=O)C1CCCN(c2c(Nc3cc(C)cc(C)c3)c(=O)c2=O)C1 (stereo unspecified)
-4,3,7,0.0,-7,2,-2,-2,4,CC1CCC2(CC1)NC(=O)N(NC(=O)c1ccc(OC(C)C)cc1)C2=O (stereo unspecified)
-7,4,2,2.0,-2,11,-2,0,1,O=C(Cn1cncn1)NCc1cc(F)ccc1F
7,-3,0,-0.2,-7,7,-2,-4,4,O=C(CN1CCOCC1)Nc1ccc(Br)cc1
-14,-2,7,3.7,-4,8,5,4,11,COc1cccc(N2CCN(S(=O)(=O)c3ccc4c(c3)N(C(C)=O)CCO4)CC2)c1
-9,0,2,0.1,-6,6,-5,-8,1,COCCNC(=O)c1c(N)n(-c2ccccc2)c2nc3ccccc3nc12
-12,-4,-2,5.4,-1,1,-1,-17,5,C#CCn1c(S(=O)(=O)Cc2ccc(C)cc2)nc(-c2ccccc2)c1-c1ccccc1
14,-5,4,-0.1,-25,10,-1,9,0,COc1ccc2c3n(nc2c1)CCN=C3c1cc(Cl)c(N)c(Cl)c1
33,1,4,4.4,-1,12,-2,2,1,COc1cccc(S(=O)(=O)Nc2ccc3c(c2)[C@H]2C[C@H](CC(=O)N[C@@H](C)c4ccccc4)O[C@H](CO)[C@H]2O3)c1
/,-2,0,/,-6,2,-11,-5,1,CCc1nc2ccc(C(=O)NCc3ccc(OC)cc3)cn2c1N(C)CCC(C)C
2,1,1,6.9,4,7,10,3,0,C/C=C(\C)C(=O)N1CC2(CC(c3cccc(NC(=O)CCCCC)c3)=NO2)C[C@@H]1C(N)=O (stereo partly specified)
1,1,1,1.4,-2,-2,8,0,4,COc1cccc(C(=O)NCC(=O)N2CCC3(CC2)NCCc2[nH]cnc23)c1OC
-5,0,1,-1.1,1,-5,1,-1,3,Cc1ccc(N(C(=O)c2cccs2)C2C=CS(=O)(=O)C2)cc1 (stereo unspecified)
0,1,1,0.1,12,-3,-5,-1,2,Cc1ccccc1-n1nc(C)c(N=O)c1N
0,-4,2,-1.1,-1,7,-1,6,-2,O=C(NC1CCCC1)C1CC(=O)N(c2ccc(F)cc2)C1 (stereo unspecified)
9,-1,2,-1.3,10,-18,0,2,9,CC(C)c1ccc(S(=O)(=O)Nc2ccc(O)c(Sc3ncn[nH]3)c2)cc1
4,1,2,0.3,3,-2,2,-8,8,CC(C)(C)N1CC(C(=O)Nc2ccc(C#N)cc2)CC1=O (stereo unspecified)
-5,2,1,-0.9,-1,5,6,-4,1,Cc1cc(C)c(C)c(S(=O)(=O)N2CCC(C(=O)NC3=NCCS3)CC2)c1C
-30,1,1,-6.1,5,3,3,1,8,CCc1cccc(CC)c1NC(=O)COC(=O)CCc1cc(OC)c(OC)c(OC)c1
-24,62*,96*,96*,-14,26,-11,31*,-19,CC(Oc1ccc(Br)cc1)C(=O)Nc1ccc(S(=O)(=O)N(C)C2CCN(C)CC2)cc1 (stereo unspecified)
19,0,0,0.4,-1,5,-5,7,3,O=C(CS(=O)(=O)c1cccc(C(F)(F)F)c1)Nc1ccccc1Cl
28,2,0,0.5,2,-8,27,-3,7,COc1ccc(C(=O)NNC(=O)c2cnccn2)cc1[N+](=O)[O-]
-14,3,1,-0.5,1,3,5,3,3,COCCSc1ccccc1C(=O)Nc1nnc(C)s1
2,1,3,-1.1,-5,0,-1,6,-1,Cc1cc(C(=O)NCc2ccc3c(c2)OCO3)n(-c2ccccc2)n1
2,-7,0,-2.5,3,-7,-4,4,1,Cn1c(NC(=O)C[n+]2cc(-c3ccc(Cl)c(Cl)c3)n3c2CCC3)cc(=O)n(C)c1=O
15,-1,1,0.2,1,0,-1,-4,17,CCCCCCCC(=O)OC(CN1CCCCC1)CN1CCCC1=O (stereo unspecified)

Two of the compounds above, with two lines to a compound.
The line under a structure holds: CRFBP-R2 block | M5 ag | M4 ag | CRFR2-BP ag | CHRM5 PAM | CHRM5 antagonist | CHRM4 PAM | CHRM4 antagonist | M1 PAM
> O=C(CS(=O)(=O)c1cccc(C(F)(F)F)c1)Nc1ccccc1Cl
 : 19 | 0 | 0 | 0.4 | -1 | 5 | -5 | 7 | 3
> COc1ccc(C(=O)NNC(=O)c2cnccn2)cc1[N+](=O)[O-]
 : 28 | 2 | 0 | 0.5 | 2 | -8 | 27 | -3 | 7

Screens: PubChem BioAssay, several laboratories

An unsorted share of the library; about 2.6% have a hit in one of these screens.
